TNAP activators: human TNAP enzyme activators, primary screen, biochemical, luminescent, no phosphate acceptor, uHTS (AID 1001); purified TNAP, luminescent activation assay, no phosphate acceptor; higher activation fold means a stronger effect; activation fold at 20 µM; hits with a dose series show EC50 in µM; 200,000 compounds, 0.03% hits; in the data active = activation fold from about 3, or a potency from the dose series; inactive = the rest, 99 in 100 with activation fold below about 1.6; note: many of its hits are not listed in these tables
Salmonella PhoP GFP: inhibitors of PhoP regulon expression, primary screen, Salmonella Typhimurium, GFP reporter (AID 1863); S. Typhimurium PhoP-regulated promoter GFP reporter, 4 h; higher % means a stronger effect; inhibition, % at 50 µM; hits with a dose series show IC50 in µM; 300,000 compounds, 0.16% hits;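 active = inhibition over 29.93%, a cutoff 3 SD above the screen mean, later confirmed by dose response; inconclusive = inhibition over 29.93% but no dose response follow-up; inactive = inhibition at most 29.93% or unconfirmed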;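 note: 0% = low Mg2+ inducing control and 100% = high Mg2+ repressing control; strong numbers were not always called active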
Large T inhibition: SV40 large T antigen inhibitors, biochemical (AID 1903); SV40 large T antigen ATPase/helicase inhibition assay; higher % means a stronger effect; one-dose inhibition, % at 20 µM; IC50 in µM for titrated hits; 310,000 compounds, 0.39% hits; in the data active = a potency from the dose series; inconclusive = inhibition mostly from about 32% at the one dose, without a potency; inactive = the rest, 99 in 100 with inhibition below about 32%; note: strong numbers were not always called active
Insulin prom up: MIN6 insulin promoter up-regulation | MIN6 insulin promoter-GFP reporter, high-content imaging; active compounds read high | z-score at 5 µM | 190,000 compounds, 0.3% hits;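 active = z-score above 3 at 5 µM with at least 500 cells counted in the well; inconclusive = wells under 500 cells, flagged as cytotoxic or low count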
CSM14.1 death rescue: rescue of cells from ER stress-induced death, primary screen, 384-well, CSM14.1, thapsigargin, ATP luminescence (AID 1222) | CSM14.1 thapsigargin-induced death rescue, ATP luminescence; higher % means a stronger effect | one-dose cellular ATP content (survival), % at 20 µM; EC50 in µM for titrated hits | 190,000 tested, under 10 active;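 active = EC50 below 50 µM in the dose-response confirmation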;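 note: death triggered by thapsigargin at about 15 µM added after 2 h compound pretreatment; cell ATP read after overnight thapsigargin exposure of roughly 18 to 22 hours; normalized against plate controls of thapsigargin alone and 5% DMSO vehicle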
PMI inhibition: human PMI inhibitors, high substrate, primary screen, biochemical, fluorescence intensity, high mannose 6-phosphate (AID 1220). recombinant PMI enzyme, coupled fluorescence intensity; higher % means a stronger effect. one-dose inhibition, % at 20 µM; IC50 in µM for titrated hits. 190,000 compounds, 0.66% hits
West Nile virus CPE: inhibition of WNV-induced cytopathic effect – cell-based, CPE readout (AID 1621); West Nile virus-infected cells, CPE inhibition; higher % means a stronger effect; one-dose CPE inhibition, % at 10 µM; IC50 in µM for titrated hits; 290,000 compounds, 0.02% hits; in the data active = a potency from the dose series; inconclusive = CPE inhibition mostly from about 3.7% at the one dose, without a potency; inactive = the rest, 99 in 100 with CPE inhibition below about 2.2%; note: strong numbers were not always called active
human PMI inhibition: MPI enzyme activity inhibition – biochemical, fluorescence intensity, coupled assay, primary screen (AID 1209); purified PMI enzyme, coupled fluorescence intensity; higher % means a stronger effect; inhibition, % at 20 µM; hits with a dose series show IC50 in µM; 190,000 compounds, 0.42% hits;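 note: plate controls were DMSO vehicle for no effect and wells lacking substrate for full effect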
RSV CPE inhibition: inhibition of RSV-induced cytopathic effect – HEp-2 cells, primary 10 µM value included (AID 2391); HEp-2 cells, RSV-induced CPE inhibition; higher % means a stronger effect; CPE inhibition, % at 10 µM; hits with a dose series show IC50 in µM; 310,000 compounds, 0.13% hits; in the data active = a potency from the dose series; inconclusive = CPE inhibition mostly from about 23% at the one dose, without a potency; inactive = the rest, 99 in 100 with CPE inhibition below about 21%; note: strong numbers were not always called active
Insulin prom up cell count: second read-out of Insulin prom up, no call of its own (marks repeat the call); cell count; measured here: cytotoxicity, nuclei count;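 total cells summed across four imaged fields per well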
* marks the source's active call; other numbers are inactive results. Cut-off read from the data, not from the text of the source, unless noted: active = inhibition above about 50%; inactive = the rest. Not a hit list; any-hit rate near 1.5%.

`O=C(Cn1cnc2ccccc2c1=O)Nc1ccc(S(=O)(=O)N2CCOCC2)cc1` gave TNAP activators 1.1, Salmonella PhoP GFP -5%, Large T inhibition 6%, Insulin prom up 0.21, CSM14.1 death rescue -2.4%, PMI inhibition -10%, West Nile virus CPE 0.4%, human PMI inhibition -13%, RSV CPE inhibition 1.4% and Insulin prom up cell count 1596.
For COc1ccccc1CNC(=S)NCCc1ccccc1 the results were TNAP activators 1, Salmonella PhoP GFP 15%, Large T inhibition 8%, Insulin prom up -0.11, CSM14.1 death rescue -1.6%, PMI inhibition 3%, West Nile virus CPE -1.4%, human PMI inhibition 4%, RSV CPE inhibition 10% and Insulin prom up cell count 1270.
For NC(=O)CSc1nc2ccccc2n1-c1ccccc1 the results were TNAP activators 1.1, Salmonella PhoP GFP 3%, Large T inhibition 14%, CSM14.1 death rescue 11%, PMI inhibition 8%, West Nile virus CPE -0.1%, human PMI inhibition 2% and RSV CPE inhibition 0.9%.
Screening COc1ccc(/C=C/C(=O)c2ccccc2)cc1COc1ccc(F)cc1 returned TNAP activators 1.1, Salmonella PhoP GFP 1%, Large T inhibition 1%, Insulin prom up 0.1, CSM14.1 death rescue -0.9%, PMI inhibition 12%, West Nile virus CPE inconclusive, human PMI inhibition 16%, RSV CPE inhibition 5.3% and Insulin prom up cell count 1553.
Cc1ccc(C(=O)N2CCN(c3ccc(NC(=O)c4ccc(Br)o4)cc3)CC2)cc1 was read as TNAP activators 1, Salmonella PhoP GFP 10%, Large T inhibition -1%, Insulin prom up 0.16, CSM14.1 death rescue 2.1%, PMI inhibition 10%, West Nile virus CPE 0.8%, human PMI inhibition 15%, RSV CPE inhibition 12% and Insulin prom up cell count 804.
COc1ccc(NC(=O)COc2ccccc2)c(OC)c1 was read as TNAP activators 1.1, Salmonella PhoP GFP 3%, Large T inhibition 2%, Insulin prom up 0.42, CSM14.1 death rescue -3.4%, PMI inhibition 2%, West Nile virus CPE -0.4%, human PMI inhibition 1%, RSV CPE inhibition 5.3% and Insulin prom up cell count 1281.
For O=C(COC(=O)CC1CC2CCC1C2)Nc1cc([N+](=O)[O-])ccc1F (centres undefined) the results were TNAP activators 1.2, Salmonella PhoP GFP -2%, Large T inhibition 9%, Insulin prom up 0.13, CSM14.1 death rescue 0.2%, PMI inhibition 1%, West Nile virus CPE -0.6%, human PMI inhibition 5%, RSV CPE inhibition -0.9% and Insulin prom up cell count 1265.
Screening COc1ccc(OC(C)C(=O)NCc2cccnc2)cc1 (centres undefined) returned TNAP activators 1.1, Salmonella PhoP GFP -3%, Large T inhibition 12%, Insulin prom up 0.14, CSM14.1 death rescue -0.6%, PMI inhibition 12%, West Nile virus CPE 0.0%, human PMI inhibition 17%, RSV CPE inhibition 0.9% and Insulin prom up cell count 1249.
Screening COc1ccc(S(=O)(=O)/C(C#N)=C/Nc2cccc(F)c2)cc1 returned Salmonella PhoP GFP 4%, Large T inhibition 12%, West Nile virus CPE -0.5% and RSV CPE inhibition 0.8%.
`CCOc1ccc(S(=O)(=O)NN2Cc3ccccc3C2=N)cc1` gave TNAP activators 1, Salmonella PhoP GFP -3%, Large T inhibition 11%, Insulin prom up 0.71, CSM14.1 death rescue -1.3%, PMI inhibition -18%, West Nile virus CPE 0.0%, human PMI inhibition -27%, RSV CPE inhibition 1.1% and Insulin prom up cell count 1235.
Screening CSc1ccccc1NC(=O)C(=O)c1c[nH]c2ccccc12 returned TNAP activators 1, Salmonella PhoP GFP 1%, Large T inhibition 9%, Insulin prom up -1.3, CSM14.1 death rescue -0.3%, PMI inhibition -3%, West Nile virus CPE -0.5%, human PMI inhibition 0%, RSV CPE inhibition 3.9% and Insulin prom up cell count 1231.
`Cn1c2c(c(=O)n(C)c1=O)CN(CCCN1CCOCC1)CN2` gave TNAP activators 1.2, Salmonella PhoP GFP -11%, Large T inhibition 17%, Insulin prom up 0.24, CSM14.1 death rescue 1.7%, PMI inhibition 5%, West Nile virus CPE 0.2%, human PMI inhibition 6%, RSV CPE inhibition 0.4% and Insulin prom up cell count 1257.
`CC(=O)N1CC=CC1(CC(C)C)C(=O)NCCN1CCOCC1` (centres undefined) gave TNAP activators 1, Salmonella PhoP GFP -1%, Large T inhibition 8%, Insulin prom up 0.77, CSM14.1 death rescue -3.9%, PMI inhibition -8%, West Nile virus CPE inconclusive, human PMI inhibition -10%, RSV CPE inhibition 1.9% and Insulin prom up cell count 1092.
`O=C(COC(=O)CNC(=O)C12CC3CC(CC(C3)C1)C2)Nc1ccccc1` gave TNAP activators 1.1, Salmonella PhoP GFP 0%, Large T inhibition 6%, Insulin prom up -0.35, CSM14.1 death rescue -1.2%, PMI inhibition 4%, West Nile virus CPE 0.9%, human PMI inhibition 5%, RSV CPE inhibition 1.8% and Insulin prom up cell count 1779.
`O=c1c2cnn(-c3ccccc3)c2nnn1Cc1ccccn1` gave TNAP activators 1, Salmonella PhoP GFP 4%, Large T inhibition 6%, Insulin prom up 0.21, CSM14.1 death rescue -1.1%, PMI inhibition -7%, West Nile virus CPE -0.3%, human PMI inhibition -4%, RSV CPE inhibition 13% and Insulin prom up cell count 1222.
For O=C(c1cccc(Br)c1)N1CCN(c2cnn(-c3ccccc3)c(=O)c2Cl)CC1 the results were TNAP activators 1.2, Salmonella PhoP GFP -9%, Large T inhibition -2%, Insulin prom up -0.64, CSM14.1 death rescue -0.1%, PMI inhibition -6%, West Nile virus CPE -1.5%, human PMI inhibition -2%, RSV CPE inhibition 3.3% and Insulin prom up cell count 1523.
For COc1ccc(C2/C(=C(/O)c3ccccc3)C(=O)C(=O)N2CCN2CCOCC2)c(OC)c1 (centres undefined) the results were TNAP activators 1.1, Salmonella PhoP GFP 0%, Large T inhibition 9%, CSM14.1 death rescue -0.8%, PMI inhibition -51%, West Nile virus CPE 0.1%, human PMI inhibition -11% and RSV CPE inhibition 1.5%.
`COc1cccc(C2CCCN2Cc2nc(-c3cnccn3)no2)c1` (centres undefined) gave TNAP activators 1.1, Salmonella PhoP GFP -6%, Large T inhibition 15%, CSM14.1 death rescue 0.4%, PMI inhibition 7%, West Nile virus CPE -0.3%, human PMI inhibition 5% and RSV CPE inhibition 2.2%.
Screening CC(C)OC(=O)NC(Nc1ccccc1C(=O)O)(C(F)(F)F)C(F)(F)F returned Salmonella PhoP GFP 11%, Large T inhibition 6%, Insulin prom up -0.12, West Nile virus CPE 1.3%, RSV CPE inhibition -1.4% and Insulin prom up cell count 991.
`O=C(Oc1ccc(-c2nnco2)cc1)c1ccc(Br)o1` gave Salmonella PhoP GFP 7%, Large T inhibition 15%, West Nile virus CPE -0.4% and RSV CPE inhibition 2.1%.
For O=C(NCC(=O)N1CCCCC1)c1ccc(Cl)cc1Cl the results were TNAP activators 1.1, Salmonella PhoP GFP 2%, Large T inhibition 2%, CSM14.1 death rescue -1.2%, PMI inhibition -4%, West Nile virus CPE 0.4%, human PMI inhibition -4% and RSV CPE inhibition 1.1%.
Cc1c(NC(=O)c2cnn3c2NC(c2ccc(Br)cc2)CC3C(F)(F)F)c(=O)n(-c2ccccc2)n1C (centres undefined) was read as TNAP activators 1.1, Salmonella PhoP GFP 2%, Large T inhibition 3%, CSM14.1 death rescue 0.6%, PMI inhibition -4%, West Nile virus CPE -0.5%, human PMI inhibition -2% and RSV CPE inhibition inconclusive.
`COc1ccc(Nc2nc(-c3cc4cccc(OC)c4oc3=O)cs2)cc1` gave TNAP activators 1, Salmonella PhoP GFP 6%, Large T inhibition 6%, Insulin prom up 0.41, CSM14.1 death rescue -2.1%, PMI inhibition 4%, West Nile virus CPE -0.9%, human PMI inhibition 18%, RSV CPE inhibition 7.9% and Insulin prom up cell count 1585.
COC(c1ccccc1)c1nnc(CCC(=O)N(C)CCOc2ccccc2)o1 (centres undefined) was read as TNAP activators 1.1, Salmonella PhoP GFP 4%, Large T inhibition 9%, Insulin prom up -0.57, CSM14.1 death rescue -0.4%, PMI inhibition 1%, West Nile virus CPE -0.8%, human PMI inhibition -1%, RSV CPE inhibition 2.0% and Insulin prom up cell count 1528.
For COc1cc(Cl)c(C)cc1NC(=O)CSc1nc2ccccc2o1 the results were TNAP activators 1.2, Salmonella PhoP GFP 2%, Large T inhibition -4%, Insulin prom up -0.42, PMI inhibition 8%, West Nile virus CPE -0.2%, human PMI inhibition 12%, RSV CPE inhibition 2.1% and Insulin prom up cell count 1065.
For Cc1ccc(SCCC(=O)NC(C(C)C)C(C)C)cc1 the results were TNAP activators 1.2, Salmonella PhoP GFP 6%, Large T inhibition 2%, Insulin prom up -0.11, CSM14.1 death rescue 2.6%, PMI inhibition -6%, West Nile virus CPE -0.9%, human PMI inhibition -1%, RSV CPE inhibition 5.1% and Insulin prom up cell count 1374.
For CCOC(=O)N1CCN(C(=O)CN(C)S(=O)(=O)c2ccc3c(c2)c(=O)n(C)c(=O)n3C)CC1 the results were TNAP activators 1, Salmonella PhoP GFP 6%, Large T inhibition 8%, Insulin prom up 0.34, CSM14.1 death rescue -0.3%, PMI inhibition -5%, West Nile virus CPE 1.1%, human PMI inhibition -1%, RSV CPE inhibition -0.7% and Insulin prom up cell count 1104.
Screening CCc1ccc2c(c1)/C(=C/C(=O)c1cccs1)C(=O)N2 returned TNAP activators 1, Salmonella PhoP GFP 20%, Large T inhibition 18%, Insulin prom up -0.52, CSM14.1 death rescue 1.7%, PMI inhibition 12%, West Nile virus CPE -2.5%, human PMI inhibition 12%, RSV CPE inhibition -1.0% and Insulin prom up cell count 1350.
Screening FC(F)(F)c1ccc2nnc(-c3c(Cl)cccc3Cl)n2c1 returned TNAP activators 1, Salmonella PhoP GFP 2%, Large T inhibition 0%, Insulin prom up 1.6, CSM14.1 death rescue -1.1%, PMI inhibition 1%, West Nile virus CPE 0.0%, human PMI inhibition 1%, RSV CPE inhibition 0.9% and Insulin prom up cell count 1480.
COc1cc(-c2nc(CN3CCN(CC(C)C)C(=O)[C@@H]3C)c(C)o2)ccc1F was read as TNAP activators 1, Salmonella PhoP GFP 9%, Large T inhibition 11%, Insulin prom up 0.1, CSM14.1 death rescue 5.7%, West Nile virus CPE -1.3%, RSV CPE inhibition 2.4% and Insulin prom up cell count 1073.
Screening Cc1ccc(NC(=O)c2ccc([N+](=O)[O-])o2)cc1S(=O)(=O)N1CCOCC1 returned TNAP activators 1.1, Salmonella PhoP GFP -4%, Large T inhibition 29%, Insulin prom up -1.3, CSM14.1 death rescue -2.5%, PMI inhibition 0%, West Nile virus CPE -1.8%, human PMI inhibition -5%, RSV CPE inhibition -4.8% and Insulin prom up cell count 1229.
